esBAF inh – Bmi1 luciferase reporter increase in mESCs, primary screen, esBAF inhibitor project, mouse ES cells, Bmi1 luciferase knock-in, single point. AID 602393, 2012. 350,000 tested, 2% active. reporter increase, % at 12.5 µM. 24 h; 100% = twice the neutral-well signal; in the data active = activation above about 40%;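 also: 0% = median of the plate's neutral control wells and 100% = double that signal; a rise in the Bmi1 reporter signal indicates esBAF inhibition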
S100A4 MyoIIA – inhibitors of S100A4-myosin IIA peptide binding, primary screen, biochemical, fluorescence polarization, TAMRA-MyoIIA peptide; Protein S100-A4 (Homo sapiens), P26447; inhibition, % at 10.7 µM; 360,000 tested, 0.14% active;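 active = mean inhibition of at least 70% across replicates, with every replicate also reaching that level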
Target sequence (P26447 whole entry, looked up): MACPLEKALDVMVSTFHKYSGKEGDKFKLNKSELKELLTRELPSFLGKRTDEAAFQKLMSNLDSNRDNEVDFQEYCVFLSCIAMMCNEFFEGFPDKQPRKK
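assay system = human S100A4 monomer with TAMRA-labelled myosin IIA peptide | also added = labelled myosin peptide probe, 5 nM | incubation = 5 min between mix addition and reading | control set = DMSO and TFP controls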
SIRT5 block – SIRT5 desuccinylase inhibitors, primary screen, biochemical, fluorescence imaging, single point, set 5; NAD-dependent protein deacylase sirtuin-5, mitochondrial (Homo sapiens), Q9NXA8; Purified SirT5, succinyl-peptide AMC, trypsin-coupled fluorescence; AID 652115, 2013; inhibition, % at 15 µM; 330,000 tested, 1.1% active; in the data active = inhibition above about 15%
Target sequence (Q9NXA8 whole entry, looked up): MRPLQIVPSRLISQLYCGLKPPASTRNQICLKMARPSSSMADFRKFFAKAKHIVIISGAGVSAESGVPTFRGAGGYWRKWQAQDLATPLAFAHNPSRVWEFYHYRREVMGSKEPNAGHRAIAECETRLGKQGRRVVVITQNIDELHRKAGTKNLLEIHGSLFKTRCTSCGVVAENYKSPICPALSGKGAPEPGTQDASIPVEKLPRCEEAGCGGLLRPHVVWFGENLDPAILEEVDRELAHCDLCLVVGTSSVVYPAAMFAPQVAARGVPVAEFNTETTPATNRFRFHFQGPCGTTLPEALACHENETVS
C2C12 statin – suppressors of statin myotoxicity in C2C12 myotubes, primary screen, cell-based, single point, plate reader. C2C12 myotubes + simvastatin, ATP luminescence, 48 h; scaled: DMSO 0, geranylgeraniol control 100. rescue of ATP level, % at 7.49 µM. 330,000 tested, 0.78% active. AID 602340, 2012;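 active = mean ATP rescue above about 67%, or every replicate alone reaching that limit, limit read from the data, passing the limit was not always enough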;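 also: myotubes were challenged with 10 µM simvastatin during compound exposure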
CASP6 VEID inh – human caspase-6 inhibitors, primary screen, biochemical, VEID-R110 fluorescence, single point, set 2 | P55212 | purified caspase-6, Z-VEID-R110 cleavage fluorescence | inhibition, % at 12.5 µM | 350,000 tested, 0.53% active;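 active = mean inhibition across replicates at least about 35%, with every replicate also reaching that limit, limit read from the data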;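 also: 0% = median of neutral control wells and 100% = no fluorescence left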
Target sequence (P55212 24-179 limits assumed): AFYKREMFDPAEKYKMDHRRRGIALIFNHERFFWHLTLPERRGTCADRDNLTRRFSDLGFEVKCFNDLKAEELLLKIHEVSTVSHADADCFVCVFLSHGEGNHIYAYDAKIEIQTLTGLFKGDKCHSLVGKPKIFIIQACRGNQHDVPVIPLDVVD
Target sequence (P55212 194-293 limits assumed): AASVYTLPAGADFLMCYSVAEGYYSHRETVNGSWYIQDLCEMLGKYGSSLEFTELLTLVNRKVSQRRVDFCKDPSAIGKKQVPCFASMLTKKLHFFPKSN
LGR2 inh – inhibitors of bursicon-induced LGR2 CRE-luciferase signal, primary screen, cell-based, HEK293, CRE-luciferase reporter, bursicon stimulation; 380,000 tested, 0.35% active; bursicon-stimulated, 4 h; inhibition, % at 9.99 µM; AID 720647, 2013; Drosophila bursicon receptor LGR2 (rickets);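 active = drop in luminescence signal, shown as inhibition above about 50% in the replicate tests, limit read from the data, passing the limit was not always enough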;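 also: agonist challenge used bursicon conditioned medium at about half maximal strength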
FN deposition inh – inhibitors of fibronectin matrix deposition, primary screen, AH1F cells, Alexa488-fibronectin fluorescence, plate reader; AH1F fibroblasts, overnight; inhibition, % at 12.6 µM; 350,000 tested, 0.086% active; AID 743247, 2014;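 active = mean inhibition across replicates of 30% or more, regardless of how many single replicates reach that level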;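 also: positive control wells lacked labelled fibronectin entirely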
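Assay system: AH1F fibroblasts / Quantity: 10000 cells per well / Medium: DMEM plus 2% serum, read in PBS / Reagent: labelled fibronectin 24 nM / Dosing: single dose, pinned / Times: 1 h cell attachment, overnight exposure to compound and label / Signal: fluorescence, ex 485 nm, em 525 nm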
* marks the source's active call; other numbers are inactive results; . = not tested or not shown; & = joins results of further samples. This is a subset; rates above refer to the full screens.

SMILES	esBAF inh	S100A4 MyoIIA	SIRT5 block	C2C12 statin	CASP6 VEID inh	LGR2 inh	FN deposition inh
C[C@@H]1CN([C@H](C)CO)C(=O)c2cc(NC(=O)CCN3CCOCC3)ccc2O[C@H]1CN(C)Cc1ccc(C(F)(F)F)cc1	-4	-3	-3	-21	-6	-14	-1
O=C(NNc1cc(N2CCOCC2)nc(N2CCOCC2)n1)C12CC3CC(CC(C3)C1)C2	0	.	.	2	.	5	1
CCOc1ccc(-c2c(C(=O)N/N=C/c3sccc3C)nnn2-c2nonc2N)cc1	13	-2	-7	9	-6	7	6
CC[C@H]1CCCCc2ccccc2[C@@H](C(=O)C[C@@H](O)CC(C)=O)OC1=O	0	-2	-1	4	4	-5	5
C[C@H]1CN([C@@H](C)CO)C(=O)Cc2cc(NC(=O)CCN3CCOCC3)ccc2O[C@H]1CN(C)S(=O)(=O)c1ccc(F)cc1	-5	-1	-1	-1	-1	-3	.
Cc1ccc(-c2csc(N3CCN(c4cc5c(cc4Cl)nc(-c4ccncc4)n5CCN4CCCCC4)CC3)n2)cc1	-3	-3	.	1	-10	14	-10
Cc1cccc(C(=O)NCc2nnc(SCC(=O)N3CCN(c4ccccc4)CC3)n2C)c1	-4	.	.	-3	.	-26	7
CC(=O)c1cccc(NC(=O)COC(=O)Cn2cnc3ccccc32)c1	-5	-2	4	2	0	-20	3
O=C(Cc1ccccc1)OC(COCc1ccccc1)C(=O)NCc1ccccc1 (stereo not given)	.	-25	2	.	3	.	.
Cc1ccc(S(=O)(=O)Nc2ccc3c(c2)C(=O)N([C@@H](C)CO)C[C@H](C)[C@H](CN(C)C(=O)Nc2c(C)noc2C)OCCCC[C@H](C)O3)cc1	1	-17	-4	.	0	6	2
O=C1CC(c2ccccc2)CC(=O)C1CS(=O)(=O)c1ccccc1 (stereo not given)	.	-1	0	.	4	4	27
COc1ccc2c3c(n(C)c2c1)[C@@H](CO)NCC31CCN(Cc2cc(F)ccc2F)CC1	.	6	1	.	2	-7	0
Cc1ccc(S(=O)(=O)Nc2ccc3c(c2)C(=O)N([C@@H](C)CO)C[C@@H](C)[C@@H](CN(C)S(=O)(=O)c2cccs2)O3)cc1	-4	-11	2	0	3	25	.
C[C@@H]1CCCCO[C@@H](CN(C)Cc2ccc(Cl)c(Cl)c2)[C@@H](C)CN([C@@H](C)CO)C(=O)c2cc(NC(=O)C3CCCCC3)ccc2O1	4	0	-2	.	1	29	.
CCNC(=O)C[C@H]1CC[C@H]2[C@@H](COC[C@H](O)CN2C(=O)Nc2c(C)noc2C)O1	-1	15	3	-15	0	8	-17
O=C(O)c1cccnc1SCc1cccc(Br)c1	6	14	-2	-7	0	8	-3
Cc1ccccc1OCC(=O)N1CCN(C(=O)COc2ccccc2C)CC1	-3	0	-1	-8	-2	-9	-4
C/C=C/c1ccc2c(c1)O[C@@H](CN(C)C(=O)C1CCOCC1)[C@@H](C)CN([C@H](C)CO)S2(=O)=O	0	-6	-3	23	0	-15	7
COC(=O)C1=C(C)N(Cc2cccc(C(F)(F)F)c2)C(=NCc2ccc(C(F)(F)F)cc2)NC1c1ccc(C(F)(F)F)cc1 (stereo not given)	.	-6	-1	.	-6	2	-7
O=C1CCN(C(=O)c2cccs2)c2ccccc21	.	2	2	.	4	-7	4

An excerpt from above in order of molecular weight, rising:
SMILES	esBAF inh	S100A4 MyoIIA	SIRT5 block	C2C12 statin	CASP6 VEID inh	LGR2 inh	FN deposition inh
O=C1CCN(C(=O)c2cccs2)c2ccccc21	.	2	2	.	4	-7	4
O=C(O)c1cccnc1SCc1cccc(Br)c1	6	14	-2	-7	0	8	-3
CC(=O)c1cccc(NC(=O)COC(=O)Cn2cnc3ccccc32)c1	-5	-2	4	2	0	-20	3
O=C(Cc1ccccc1)OC(COCc1ccccc1)C(=O)NCc1ccccc1 (stereo not given)	.	-25	2	.	3	.	.
CCNC(=O)C[C@H]1CC[C@H]2[C@@H](COC[C@H](O)CN2C(=O)Nc2c(C)noc2C)O1	-1	15	3	-15	0	8	-17
CCOc1ccc(-c2c(C(=O)N/N=C/c3sccc3C)nnn2-c2nonc2N)cc1	13	-2	-7	9	-6	7	6
COc1ccc2c3c(n(C)c2c1)[C@@H](CO)NCC31CCN(Cc2cc(F)ccc2F)CC1	.	6	1	.	2	-7	0
O=C(NNc1cc(N2CCOCC2)nc(N2CCOCC2)n1)C12CC3CC(CC(C3)C1)C2	0	.	.	2	.	5	1
Cc1ccc(-c2csc(N3CCN(c4cc5c(cc4Cl)nc(-c4ccncc4)n5CCN4CCCCC4)CC3)n2)cc1	-3	-3	.	1	-10	14	-10
C[C@@H]1CN([C@H](C)CO)C(=O)c2cc(NC(=O)CCN3CCOCC3)ccc2O[C@H]1CN(C)Cc1ccc(C(F)(F)F)cc1	-4	-3	-3	-21	-6	-14	-1
Cc1ccc(S(=O)(=O)Nc2ccc3c(c2)C(=O)N([C@@H](C)CO)C[C@@H](C)[C@@H](CN(C)S(=O)(=O)c2cccs2)O3)cc1	-4	-11	2	0	3	25	.
C[C@H]1CN([C@@H](C)CO)C(=O)Cc2cc(NC(=O)CCN3CCOCC3)ccc2O[C@H]1CN(C)S(=O)(=O)c1ccc(F)cc1	-5	-1	-1	-1	-1	-3	.

Next section
SMILES	esBAF inh	S100A4 MyoIIA	SIRT5 block	C2C12 statin	CASP6 VEID inh	LGR2 inh	FN deposition inh
CCOc1ccc(CCNC(=O)c2nnc(CS(=O)(=O)c3ccccc3)o2)cc1OCC	-8	-2	0	11	3	8	-9
CC(=O)NCCNc1nc(NCc2cccs2)nc2ccsc12	-14	23	-2	-11	-1	-18	-2
O=C(O)C(Cc1c[nH]c2ccccc12)NS(=O)(=O)c1ccc(Br)cc1 (stereo not given)	-7	0	-3	3	31	3	4
Cc1cc(C)cc(N(CC(=O)NC2CCCCCC2)S(=O)(=O)c2c(C)[nH]c(=O)[nH]c2=O)c1	-6	-2	1	-3	6	-2	-1
C/C=C/c1ccc2c(c1)O[C@H](CN(C)C(=O)c1ccncc1)[C@H](C)CN([C@@H](C)CO)S2(=O)=O	-1	-9	3	3	-2	10	-2
CCN(CC)S(=O)(=O)c1csc(C(=O)NC2CCCCC2)c1	12	.	.	-32	.	.	3
Cn1c(=O)[nH]c(=O)c2c1nc(Br)n2Cc1cccc(Br)c1	-7	-1	0	-57	0	-5	-1
Cc1nc2ccccc2c(=O)n1/N=C/c1ccc(N(C)C)cc1	-2	.	.	6	.	-5	6
CC(=O)c1ccccc1C(=O)N1CCCC(CCC(=O)N2CCN(c3ccccn3)CC2)C1 (stereo not given)	0	-1	-5	5	-3	7	-1
CCc1sc(C(=O)NCCCN2CCCC2=O)cc1Br	6	1	-1	5	-5	-18	0
COc1ccc(NC(=O)c2ccc(S(=O)(=O)N3CCCCCC3)cc2)c(OC)c1	-1	-1	-1	21	2	2	10
COc1cc(NC(=O)CCc2nnc3ccc(N4CCN(C)CC4)nn23)cc(OC)c1	-3	-3	-1	-6	0	18	0
CCCCn1c(SCc2ccccn2)nc2c1c(=O)n(C)c(=O)n2C	-6	.	.	117*	.	.	-10
CNC[C@@H]1Oc2ccc(N(C)C)cc2CC(=O)N([C@@H](C)CO)C[C@@H]1C	-5	-1	6	-1	-2	2	-16
O=C(Nc1nc2ccccc2[nH]1)c1ccccc1O	.	1	-2	.	3	-52	-6
N#C/C(C(N)=O)=C1/CCc2ccccc2N1	-4	.	.	30	.	.	8
COc1ccc(NC(=O)N(C)C[C@H]2OCCCC[C@H](C)Oc3ccc(NC(=O)Cc4ccccc4)cc3C(=O)N([C@@H](C)CO)C[C@@H]2C)cc1	13	-44	10	.	-2	0	.
Cc1cc(C)cc(OC(C)C(=O)Nc2ccc3c(c2)n(C)c(=O)n3C)c1 (stereo not given)	-1	-3	-2	-6	-1	-9	8
CO[C@@H]1CN(C)C(=O)c2cc(NS(=O)(=O)c3ccccc3)ccc2OC[C@@H](C)N(C(=O)NC(C)C)C[C@@H]1C	1	-93	0	10	-4	-1	-12
COC(=O)C(NC(=O)CCc1nnc2ccc(N3CCCCC3)nn12)C(C)C (stereo not given)	-1	-2	0	16	-5	-14	-6
CC(=O)C1=NOC2C(=O)N(c3ccc(Cl)cc3)C(=O)C12 (stereo not given)	-3	4	-2	4	-2	2	-2
COc1cccc(CN2CCN(CC(=O)Nc3ccccc3Cl)CC2)c1	3	.	.	12	.	-21	.
COCCCNC(=O)C1c2ccccc2Oc2ccccc21	-9	-3	4	0	2	2	-7
COc1cc(O)c2c(=O)c3c(O)ccc(O)c3oc2c1	12	-2	.	13	-1	.	.
CC(C)[C@H](NC(=O)OCc1ccccc1)C(=O)OCC(=O)N1CCN(c2ccccc2)CC1	7	-4	-4	4	0	-12	11
COC(=O)c1ccc(C(=O)OC)c(NC(=S)N2CCOCC2)c1	.	-3	-1	.	0	5	4
CC(NC(=O)c1ccccc1OC(F)F)c1ccc(-n2ccnc2)cc1 (stereo not given)	-1	-1	0	4	1	0	-6
Cc1cc(C)n2c(SCC(=O)NCc3ccco3)nnc2n1	-1	.	.	-1	.	.	-11
COCC(=O)N(C)C[C@@H]1Oc2ncc(Br)cc2C(=O)N([C@@H](C)CO)C[C@H]1C	5&0&0	-1&-42&-1	0&-7&-11	0&4&-6	1&8&4	-16&36	-9
C[C@H]1CN([C@@H](C)CO)C(=O)Cc2cc(NS(=O)(=O)c3cn(C)cn3)ccc2O[C@@H]1CN(C)S(=O)(=O)c1ccccc1	-3	-14	-5	-3	2	17	.
Cc1ccc(S(=O)(=O)N(C)C[C@@H]2OCCCC[C@H](C)Oc3ccc(NS(=O)(=O)c4cccs4)cc3C(=O)N([C@@H](C)CO)C[C@H]2C)cc1	-2	-13	7	.	-2	-6	-3
O=C(NCc1cccnc1)c1cccc(S(=O)(=O)N2CCOCC2)c1	-6	9	13	2	2	-4	-4
CC(=O)c1ccc(OCCNS(=O)(=O)c2ccc(-n3cnnn3)c(C)c2)cc1	-11	-3	-2	16	4	8	3
Cn1c(=O)c2[nH]c(Cc3ccsc3)nc2n(C)c1=O	-6	0	-2	2	-1	7	-1
COc1ccc(NC(=O)c2cn(-c3ccccc3)nc2-c2ccncc2)cc1	.	0	.	.	0	21	4
Cc1c(NC(=O)COc2cccc3c2OC(C)(C)C3)c(=O)n(-c2ccccc2)n1C	2	-1	6	-6	-7	.	3
O=C(NCC[C@H]1CC[C@H](NS(=O)(=O)c2ccccc2)[C@@H](CO)O1)c1cc(Cl)cc(Cl)c1	0	76*	1	-17	-1	-7	4
Cc1ccc(-c2cc(NC(=O)Cc3c(C)[nH]c4ccccc34)ccc2Nc2cccnc2)cc1	.	0	.	.	1	10	-2
COc1ccc(Cl)cc1N(CC(=O)NCCSc1ccccn1)S(=O)(=O)c1ccccc1	1	4	-3	14	-2	19	-6
CC(C)NC(=O)N[C@@H]1C=C[C@H](CC(=O)O)O[C@@H]1CO	1	16	0	2	0	-8	-9

Source: PubChem
